# NPSR antagonist: qHTS Assay for Antagonists of the Neuropeptide S Receptor: cAMP Signal Transduction | Q6W5P4 | CHO-NPSR cells, cAMP TR-FRET, antagonist mode | Potency, µM (series often up to 38.3 µM), without a hit: top-dose activity change, negative = inhibition, hits mostly inhibitors | 1% of 220,000 active | AID 1461, 2008; note: potency is the fitted concentration of half-maximal effect; % is set by controls: 0 for no effect and ±100 for the full control effect; nearly all actives have a fitted effect of over 50% in size; many of its hits are not listed in these tables
# Epigenetic reg: Quantitative High-Throughput Screen for Regulators of Epigenetic Control; 0.2% of 280,000 active; murine LDR cells, GFP reporter derepression, 30 h; AID 1865, 2009; Potency, µM (series often up to 53.9 µM), without a hit: at the highest dose GFP activation, usual class: activators; note: potency is the fitted concentration of half-maximal effect; % of control where 0% means no effect; nearly all actives have a fitted effect of over 60% in size
#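 Murine LDR cells carrying a silenced, genomically integrated CMV-driven GFP reporter were exposed to compound for 30 hours at 37 C. After PBS washes, GFP-positive cells (20–120 um objects) were counted by laser-scanning microplate cytometry.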
# GLA spleen mod: qHTS Assay for Inhibitors and Activators of Human alpha-Galactosidase From Spleen Homogenate; Alpha-galactosidase A (Homo sapiens), P06280; human spleen homogenate, 4MU-alpha-Gal fluorescence, 40 min; Potency, µM (highest dose often 80 µM), without a hit: at the highest dose activity change, negative = inhibition, actives largely listed as inhibitors; 0.008% of 240,000 active; AID 2107, 2009;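 note: potency is the fitted concentration of half-maximal effect; 0% = enzyme with vehicle and -100% = no enzyme basal signal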
# Target sequence (P06280 32-429 limits assumed): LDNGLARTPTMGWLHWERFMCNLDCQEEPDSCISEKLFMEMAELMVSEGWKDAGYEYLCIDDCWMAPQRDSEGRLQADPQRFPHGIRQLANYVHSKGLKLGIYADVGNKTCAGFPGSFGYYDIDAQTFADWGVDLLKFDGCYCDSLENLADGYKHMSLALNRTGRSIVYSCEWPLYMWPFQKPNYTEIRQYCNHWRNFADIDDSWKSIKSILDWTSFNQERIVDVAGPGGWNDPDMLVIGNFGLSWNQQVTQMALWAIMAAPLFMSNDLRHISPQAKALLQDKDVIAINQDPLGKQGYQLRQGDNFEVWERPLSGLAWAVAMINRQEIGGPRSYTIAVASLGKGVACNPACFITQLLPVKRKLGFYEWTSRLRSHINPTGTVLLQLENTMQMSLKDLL
#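 Inhibition or activation of alpha-galactosidase in human spleen homogenate is scored by 4-MU fluorescence after 40 min at 37C, pH 5.0, with 1 mM substrate. AC50s come from concentration-response fitted to the Hill equation.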
# IMPase Li inh: qHTS Assay for Identifying the Cell-Membrane Permeable IMPase Inhibitors: Potentiation with Lithium; CHO-M1 cells, IP1 TR-FRET (IP-One), carbachol + lithium; 0.35% of 210,000 active; Potency, µM (doses to about 59.4 µM), for inactives: top-dose activity, negative = IMPase inhibition, hits mostly inhibitors;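 note: IP1 builds up when IMPase is blocked and the TR-FRET signal falls; potency is the fitted concentration of half-maximal effect; plate controls were basal vehicle for no effect and high inhibitor control for full effect; nearly all actives have a fitted effect of over 50% in size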
#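 CHO-M1, 2000 cells/well, 16–30 h culture; cpd + low Li+, 30 min 37C; lysis with d2-IP1/Eu-anti-IP1 Ab, 10 min RT; TR-FRET 665/620 ratio and 620 channel; AC50 via Hill.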
# CBFb RUNX1 block: qHTS Assay for Compounds Blocking the Interaction Between CBF-beta and RUNX1 for the Treatment of Acute Myeloid Leukemia; Runt-related transcription factor 1 (Homo sapiens) + Core-binding factor subunit beta …; AlphaScreen CBFb-His/RUNX1-biotin binding, biochemical; Potency, µM (doses to about 59.8 µM), without a hit: top-dose activity, negative = inhibition, actives largely listed as inhibitors; 230,000 tested, under 10 active; note: % of control where 0% means no effect
# Target sequence (Q01196 whole entry, looked up): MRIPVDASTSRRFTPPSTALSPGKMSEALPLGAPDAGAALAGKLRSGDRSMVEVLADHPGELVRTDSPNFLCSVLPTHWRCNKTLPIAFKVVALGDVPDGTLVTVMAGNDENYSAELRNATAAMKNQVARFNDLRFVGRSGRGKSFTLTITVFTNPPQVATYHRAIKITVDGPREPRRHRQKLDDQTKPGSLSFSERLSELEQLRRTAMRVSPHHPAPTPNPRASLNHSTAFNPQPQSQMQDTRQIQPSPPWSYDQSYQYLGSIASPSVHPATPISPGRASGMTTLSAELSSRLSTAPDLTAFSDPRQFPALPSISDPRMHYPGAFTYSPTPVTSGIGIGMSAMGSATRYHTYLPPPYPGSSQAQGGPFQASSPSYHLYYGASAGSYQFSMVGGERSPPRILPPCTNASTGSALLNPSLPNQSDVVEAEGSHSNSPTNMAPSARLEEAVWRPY
# Target sequence (Q13951 whole entry, looked up): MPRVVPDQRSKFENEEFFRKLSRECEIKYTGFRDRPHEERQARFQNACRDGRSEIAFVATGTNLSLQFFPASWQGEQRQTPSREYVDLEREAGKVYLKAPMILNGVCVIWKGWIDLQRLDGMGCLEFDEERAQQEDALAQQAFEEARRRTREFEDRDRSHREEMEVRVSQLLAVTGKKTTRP
#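 His-tagged CBF-beta and biotinylated RUNX1 (30 nM each) were premixed 20 min at room temperature, exposed to compound for 15 min, then given nickel-chelate and streptavidin AlphaScreen beads (50 ng each). After 90 min, AlphaScreen signal was read.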
# KinaseGlo FLuc: Counterscreen for Luciferase (Kinase-Glo TM) Inhibition; AID 1379, 2008; Potency, µM (series often up to 38.3 µM), for inactives: top-dose activity change, negative = inhibition, most hits filed as inhibitors; 0.28% of 200,000 active; Kinase-Glo luciferase, ATP luminescence, 8 min; note: potency is the fitted concentration of half-maximal effect; % is set by controls: 0 for no effect and ±100 for the full control effect; nearly all actives have a fitted effect of over 60% in size
#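 Kinase-Glo luciferase light output from ATP and luciferin was measured with 10 uM ATP, within the enzyme's linear range. Buffer: 50 mM imidazole pH 7.2, 50 mM KCl, 7 mM MgCl2, 0.01% Tween 20, 0.05% BSA; luminescence read after 8 min at ambient temperature.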
# LMNA splice mod: qHTS Assay for Modulators of Lamin A Splicing | 0.01% of 200,000 active | AID 1487, 2009 | Potency, µM (top dose mostly 46.1 µM), inactives show at the top dose ratio change, negative = inhibition, usual class: inhibitors | HeLa LMNA splicing GFP/RFP minigene ratio, 48 h; active = well fitted inhibition curve with a large enough effect in the signal ratio, with a control signal flat, not every such curve was filed as active; inconclusive = small, poorly fitted or top-dose-only effect, or effect the other way, or a change in a side signal; the % refers to the signal ratio; note: potency is the fitted concentration of half-maximal effect; % is set by controls: 0 for no effect and ±100 for the full control effect
#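 S3 HeLa cells stably expressing lamin A-EGFP splicing minigene plus DsRed2, 600 cells/well, 48 h compound exposure at 37C. Laser-scanning cytometry; analysed as GFP (500-530 nm)/RFP (575-640 nm) total intensity ratio; 0.5% DMSO vehicle.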
# Active calls of the source: *; ? = inconclusive; . = not tested or not shown; & = joins results of further samples; [ ] = another dose, or the depositor's remark. Unless noted, calls come from the whole dose curve; as a rule, active = well fitted curve in the direction sought with a large enough effect; inconclusive = small, poorly fitted or top-dose-only effect, or another doubt; inactive = no such curve, though single readings can be large; an effect the other way counts as inactive or inconclusive.
# Values run as follows: NPSR antagonist	IMPase Li inh	GLA spleen mod	Epigenetic reg	LMNA splice mod	KinaseGlo FLuc	CBFb RUNX1 block
1: CN(C)c1ccc(/C=N\S(=O)(=O)c2ccccc2)cc1
    17%	-3%	-8%	0.0%	-9%	0%	-10%
2: Cc1onc(-c2c(Cl)cccc2Cl)c1NC(=O)NNc1ccccc1
    -9%	.	2%	0.5%	.	.	7%
3: CN(C)S(=O)(=O)c1ccc(C(=O)N2CCN=C2SCc2ccccc2)cc1
    1%	2%	-11%	2.3%	19%[9.22 µM]	2%	-6%
4: CC(C)c1cc(C(F)(F)F)n2nc(C(=O)O)cc2n1
    -6%[46.1 µM]	14%[38.3 µM]	-5%	-0.7%	9%	-3%	5%
5: O=C(c1ccco1)N1CCN(c2ncnc3scc(-c4ccc(F)cc4)c23)CC1
    -13%[46.1 µM]	12%	0%	-1.2%	0%	4%	14%
6: Cc1ccc(SCCN2CCN(CC(C)C)CCC2=O)cc1
    10%	.	-1%&-3%	0.1%	.	.	19%&6%
7: NC(=O)C1CCN(C(=O)CCSc2ccc(Cl)cc2)CC1
    9%	1%	2%	-6.3%	24%[46 µM]	2%	2%
8: CO[C@@H]1COC(=O)[C@H](COCc2ccccc2)NC(=O)C/C=C\[C@@H](C)[C@H](OC)COC(=O)[C@H](COCc2ccccc2)NC(=O)C/C=C\[C@H]1C
    .	.	-7%[17.5 µM]	0.0%[10.1 µM]	.	.	4%[13.1 µM]
9: CN(C)S(=O)(=O)c1cccc(NC(=S)N/N=C/c2ccc(O)c(O)c2O)c1
    -45%	.	-1%	0.1%	.	.	.
10: COc1cc(/C=N/NC(=O)c2ccncc2)ccc1Oc1ccc([N+](=O)[O-])cn1
    -3%	18%	1%	-0.1%	.	3%	-1%
11: COc1ccc(CCNC(=O)CCS(=O)(=O)c2ccc3c(c2)CCN3C(C)=O)cc1OC
    -1%[46.1 µM]	-10%[38.3 µM]	9%	-0.9%	5%[0.0737 µM]	1%	-2%
12: COc1ccc(C2C(C#N)=C(N)Oc3c2oc(CO)cc3=O)cc1 (stereo not given)
    25%	-4%	1%	-2.4%	.	-1%	4%
13: O=C(CN1CCN(c2ccc(F)cc2)CC1)Nc1nnc(-c2ccccc2)s1
    10%[46.1 µM]	11µM*	-3%	-1.0%	-2%	0%	2%
14: CCCCOn1c(C)c(C(=O)OCC)c2c3no[n+]([O-])c3ccc21
    -8%[46.1 µM]	28%[38.3 µM]	-29%	-0.8%	2%	-2%	-1%
15: COc1ccc(Oc2ncc3nc(C)c(=O)n(Cc4ccc(F)cc4)c3n2)cc1
    .	12%	-5%	.	.	-1%	.
16: NNC(=O)CSCc1ccc(Cl)cc1Cl
    10%	-2%	6%	-0.9%[10.1 µM]	-13%[9.22 µM]	3%	3%
17: CC(C)CNC(=O)c1cnn2c(C(F)(F)F)cc(C(F)(F)F)nc12
    9%	.	6%	3.3%	?	.	11%
18: C=CCn1c(SCC(=O)c2ccccc2)nnc1-c1ccc2c(c1)OCO2
    -16%[46.1 µM]	16%[38.3 µM]	5%	0.0%	3%	3%	-1%
19: S=C(c1ccc(Cl)cc1)N1CCN(Cc2ccccc2)CC1
    -8%	11%	1%	-3.3%[10.1 µM]	.	1%	-4%
20: Cc1ccc(C)c(Oc2ncnc(N)c2[N+](=O)[O-])c1
    23%	2%	-2%	-1.0%	?	1%	0%
21: O=C(O)CN1C2=NCCCN2c2ccccc21
    2%	2%	5%	4.2%	7%[46 µM]	0%	5%
22: Nc1cc([N+](=O)[O-])ccc1Nc1ccc(O)cc1
    -19%	.	11%	-0.9%	.	.	?
23: COCCn1c(C)cc(C2=NNC(=NC(C)(C)C)SC2)c1C
    -26%	-3%	-2%	1.3%	.	-1%	-12%
24: Cc1cccc(Cl)c1NC(=S)NN
    15%	.	4%	0.0%	.	.	2%
25: Clc1ccc(SCCCCn2cncn2)cc1
    -15%[46.1 µM]	32%[activator][38.3 µM]	-2%	0.0%	13%	-2%	6%
26: CC1(C)Cc2ccccc2C2=C(C(=O)N3CCCCCC3)C(=O)C(=O)N21
    7%	-6%	0%	-1.8%	12%[46 µM]	-5%	-1%
27: CCN(CC)S(=O)(=O)c1ccc(C)c(NC(=O)CSc2ncc(C(F)(F)F)cc2Cl)c1
    -37%	0%	1%	-1.8%	1%	4%	3%
28: O=C1Nc2ccccc2/C1=N\c1sc2c(c1C(=O)Nc1ccccc1)CCCC2
    -10%	1%	-2%	-1.0%	-7%	-5%	-5%
29: CCC(=O)NC(=S)Nc1ccc(NC(=O)c2cc3ccccc3o2)c(OC)c1
    18%	0%	5%	12%	7%[46 µM]	-1%	-3%
30: Cc1cc(C)cc(N(CC(=O)Nc2ccccc2-c2ccccc2)S(=O)(=O)c2ccccc2)c1
    -30%	0%	-3%	-1.0%	-9%	4%	-3%
31: O=C(NCCCN1CCN(c2ccccc2F)CC1)C1CC(=O)N(C2CCCC2)C1 (stereo not given)
    2%[46.1 µM]	12%[38.3 µM]	8%	-2.7%	1%	-2%	-3%
32: O=C(CN1CCN(S(=O)(=O)c2ccc(Br)cc2)CC1)N/N=C/c1ccc(Br)s1
    -42%	-9%	-1%	5.0%	.	-3%	-2%
33: Cc1sccc1C1C(C#N)=C(N)SC(N)=C1C#N
    27%[46.1 µM]	?	0%	0.0%	12%	-2%	-1%
34: Nc1nc(CSc2ncccn2)nc(Nc2ccccc2)n1
    0%[46.1 µM]	25%[38.3 µM]	9%	0.0%	-3%	-2%	7%
35: CCCCOc1ccc(-c2nc(=S)[nH][nH]2)cc1
    -17%[46.1 µM]	9%[38.3 µM]	-1%	1.8%	?	15%	-2%
36: Cc1ccc(S(=O)(=O)NCCCn2ccnc2)cc1
    5%	-7%	0%	-2.2%	-16%	1%	1%
37: O=C(CSc1nc2ccccc2s1)Nc1cc(C(=O)O)cc(C(=O)O)c1
    24%	-1%	1%	4.5%	.	-2%	2%
38: O=C(NCCN1CCOCC1)C1CC(=O)N(c2ccc(F)c(Cl)c2)C1 (stereo not given)
    -5%[46.1 µM]	16%[38.3 µM]	4%	3.3%	0%	3%	10%
39: CCSc1ccccc1C(=O)Nc1ccc([N+](=O)[O-])cc1OC
    -41%	13%	-6%	3.8%	24%[46 µM]	3%	-8%
40: Cc1cc(C)n(-c2cc(N3CCN(C(=O)c4cccc(Br)c4)CC3)ccc2[N+](=O)[O-])n1
    -20%[46.1 µM]	2%[38.3 µM]	0%	-1.1%	6%	-3%	-6%
41: O=C(NN1C(=O)C2C(C1=O)C1C=CC2C12CC2)c1cccnc1 (stereo not given)
    6%	-4%	0%	-1.5%	.	12%	2%
42: Cc1cccc(NC(=S)NCCO)c1C
    -17%	-10%	-8%	-1.3%	-4%	-2%	2%
43: O=C(NC(=S)Nc1nc2ccc(F)cc2s1)c1ccco1
    -15%	6%	-13%	-0.5%	.	-2%	0%
44: CCOc1ccccc1NC(=O)C1CCN(S(=O)(=O)c2c(C)noc2C)CC1
    -11%[46.1 µM]	33%[38.3 µM]	-1%	6.3%	13%	-2%	4%
45: COCCN(Cc1ccco1)C(=O)Cn1ncc2c(=O)oc3ccccc3c21
    -1%	.	-2%	-2.6%	.	.	5%
46: COc1ccc(CNc2cc(NCCCO)c([N+](=O)[O-])c3nonc23)cc1
    3%	14%	-5%	16%	.	2%	0%
47: Cc1oc(-c2ccc(Cl)cc2)nc1CN1CCC(C(=O)NCCCN2CCCC2=O)CC1
    -4%[46.1 µM]	4%[38.3 µM]	2%	-0.2%	-2%	-3%	1%
48: CCCCC1(C)OC(=O)C(=Cc2ccc(N(CC)CC)cc2)C(=O)O1 (stereo not given)
    -4%[46.1 µM]	-8%[38.3 µM]	4%	-0.9%	2%	-8%	1%
49: Cn1cccc1/C=N/NC(=O)C12CC3CC(CC(C3)C1)C2
    15%	-1%	-3%	0.0%	-18%	0%	-7%
50: CC(C)(C)C(C(Oc1ccc(Cl)cc1)n1cncn1)n1nnnc1C(c1cccc(Cl)c1)N1CCCCC1 (stereo not given)
    -58%	8%	-1%	-1.0%	?	1%	-3%
51: Cc1ccccc1NC(=O)c1ccccc1
    -1%[46.1 µM]	13%[38.3 µM]	-1%	0.0%	4%	-6%	8%
52: CCOc1ccc(-c2cc(C(=O)N3CCN(C)CC3)c3ccccc3n2)cc1
    -17%[46.1 µM]	10%[38.3 µM]	0%	-1.1%	15%	?	6%
53: COc1cccc(CN=c2c([N+](=O)[O-])nn(-c3ccccc3C)n2O)c1
    25%	3%	-1%	1.1%	.	11%	1%
54: CCOC(=O)N1CCN(C(=O)CSCc2ccccc2C)CC1
    -11%[46.1 µM]	-6%[38.3 µM]	7%	0.0%	5%	-6%	-6%
55: COc1ccc(C(=O)N2CCC3(CCCN(Cc4ccncc4)C3)CC2)cc1
    .	14%	5%	.	.	-1%	.
56: C=CCN1C(=NC(=O)CCC(=O)O)SC2CS(=O)(=O)CC21 (stereo not given)
    4%[46.1 µM]	-9%[38.3 µM]	-11%	-2.1%	-3%	-4%	6%
57: O=C(NCCCN1CCOCC1)c1cc(Cl)ccc1[N+](=O)[O-]
    15%	1%	-2%	1.0%	-13%	-2%	5%
58: O=c1c2c3nc4ccccc4nc3n(/N=C/c3ccco3)c2ncn1CCC1=CCCCC1
    ?	-19%[38.3 µM]	3%	0.0%	-8%	-4%	-10%
59: Cc1cc(NS(=O)(=O)c2ccc(NC(=O)c3cccc(OC(F)F)c3)cc2)nc(C)n1
    6%	3%	5%	0.0%	6%[46 µM]	-1%	5%
60: N#CCN1CCN(CC(=O)Nc2ccc(OCc3ccccc3)cc2)CC1
    7%[46.1 µM]	6%	4%	-4.5%	-7%	1%	-15%
61: CC(C)(C)c1cc(CN(CCO)CCO)cc(C(C)(C)C)c1O
    -6%[46.1 µM]	15%[38.3 µM]	-7%	-1.0%	1%	1%	4%

# Assay outcomes deposited in PubChem by National Center for Advancing Translational Sciences (NCATS).

# These rows are one share of the data; the hit share may differ from the screen's.
